esBAF inh – SWI/SNF esBAF complex inhibition; mouse ES cells, Bmi1-luciferase knock-in reporter, 24 h; 100% = twice the neutral-well signal; reporter increase, % at 12.5 µM; 350,000 tested, 2% active; AID 602393; in the data active = activation above about 40%; inconclusive = no clear call, values can overlap the other calls;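 note: 0% = median of the plate's neutral control wells and 100% = double that signal; a rise in the Bmi1 reporter signal indicates esBAF inhibition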
SIRT5 block – sirtuin-5 (human) deacylase inhibition; Purified SirT5, succinyl-peptide AMC, trypsin-coupled fluorescence; inhibition, % at 15 µM; AID 652115; 330,000 tested, 1.1% active; Q9NXA8; in the data active = inhibition above about 15%; inconclusive = no clear call, values can overlap the other calls
Target sequence (Q9NXA8 whole entry, looked up): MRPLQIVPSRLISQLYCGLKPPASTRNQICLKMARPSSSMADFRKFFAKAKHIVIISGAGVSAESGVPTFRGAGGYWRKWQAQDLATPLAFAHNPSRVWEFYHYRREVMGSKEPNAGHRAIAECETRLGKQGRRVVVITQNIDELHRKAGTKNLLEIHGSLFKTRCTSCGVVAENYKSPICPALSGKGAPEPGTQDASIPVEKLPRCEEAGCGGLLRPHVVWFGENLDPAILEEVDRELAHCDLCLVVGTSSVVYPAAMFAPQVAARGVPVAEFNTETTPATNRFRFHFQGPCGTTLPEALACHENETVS
S100A4 MyoIIA – blocks human S100A4 binding to myosin IIA peptide; S100A4/TAMRA-MyoIIA peptide fluorescence polarization; inhibition, % at 10.7 µM; AID 652163; P26447; 360,000 tested, 0.14% active;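 active = mean inhibition of at least 70% across replicates, with every replicate also reaching that level; inconclusive = mean inhibition reaches 70% but some replicates fall short; inactive = mean inhibition below 70%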
Target sequence (P26447 whole entry, looked up): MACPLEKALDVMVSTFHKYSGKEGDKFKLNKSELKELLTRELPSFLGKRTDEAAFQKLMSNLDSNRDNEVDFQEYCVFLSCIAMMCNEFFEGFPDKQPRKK
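Test system – S100A4 monomer (human) · Compound – single-point compound testing · Schedule – 5 min incubation before reading · Probe or stimulus – TAMRA-labelled myosin IIA heavy-chain peptide probe, 5 nM · Benchmarks – neutral control DMSO, positive control TFP · Medium – Calcium-containing HEPES buffer, pH 7.2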
FN deposition inh – fibronectin deposition inhibition. inhibition, % at 12.6 µM. AH1F fibroblasts, Alexa488-fibronectin deposition fluorescence, overnight. AID 743247. 350,000 tested, 0.086% active;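 active = mean inhibition across replicates of 30% or more, regardless of how many single replicates reach that level; inconclusive = mean under 30% yet at least half of replicates reach 30%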;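 note: positive control wells lacked labelled fibronectin entirely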
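Material: AH1F fibroblasts assembling fluorescent fibronectin matrix; amount: 10000 AH1F cells/well; medium: DMEM, 2% serum; reagent: Alexa488-fibronectin, 24 nM final in well; dosing: single compound dose, delivered by pin transfer; incubation: 1 h adhesion, overnight exposure; detection: fluorescence after three HBSS washes, excitation 485 nm, emission 525 nm; measure: fibronectin deposition inhibition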
Casp6 inh – inhibitors of human caspase-6. AID 686996. 350,000 tested, 0.53% active. P55212. purified caspase-6, Z-VEID-R110 cleavage fluorescence. inhibition, % at 12.5 µM;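 active = mean inhibition across replicates at least about 35%, with every replicate also reaching that limit, limit read from the data; inconclusive = only one of the two criteria met; inactive = neither criterion met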;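 note: 0% = median of neutral control wells and 100% = no fluorescence left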
Target sequence (P55212 24-179 limits assumed): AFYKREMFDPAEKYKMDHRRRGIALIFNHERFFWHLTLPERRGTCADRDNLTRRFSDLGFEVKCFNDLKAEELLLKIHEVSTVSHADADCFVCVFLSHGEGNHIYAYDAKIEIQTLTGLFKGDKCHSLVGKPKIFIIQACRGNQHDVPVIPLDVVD
Target sequence (P55212 194-293 limits assumed): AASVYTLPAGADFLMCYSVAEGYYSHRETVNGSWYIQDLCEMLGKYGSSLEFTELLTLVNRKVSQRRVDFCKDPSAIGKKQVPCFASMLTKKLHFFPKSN
C2C12 statin – protects C2C12 myotubes from simvastatin toxicity; ATP luminescence, 48 h; scaled: DMSO 0, geranylgeraniol control 100; rescue of ATP level, % at 7.49 µM; 330,000 tested, 0.78% active; AID 602340;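 active = mean ATP rescue above about 67%, or every replicate alone reaching that limit, limit read from the data, passing the limit was not always enough; inconclusive = no clear call, values can overlap the other calls; inactive = mean under the limit and some replicate under it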;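 note: myotubes were challenged with 10 µM simvastatin during compound exposure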
LGR2 antag – inhibitors of bursicon-induced Drosophila LGR2 receptor cAMP signaling. HEK293 LGR2, CRE-luciferase, bursicon-stimulated, 4 h. inhibition, % at 9.99 µM. 380,000 tested, 0.35% active. AID 720647;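 active = drop in luminescence signal, shown as inhibition above about 50% in the replicate tests, limit read from the data, passing the limit was not always enough; inconclusive = probably only some replicates passing the limit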;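 note: agonist challenge used bursicon conditioned medium at about half maximal strength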
* hit, by the source's call; u = inconclusive; x = no result given; & = joins results of further samples. Only part of the results is shown. The share of hits here may be higher or lower than overall.

SMILES,esBAF inh,SIRT5 block,S100A4 MyoIIA,FN deposition inh,Casp6 inh,C2C12 statin,LGR2 antag
Cc1ccc(CNC(=O)C(Cc2ccccc2)NS(=O)(=O)c2ccc3c(c2)CCC(=O)N3)cc1 (stereo not drawn),1,x,0,-2,-1,-2,-11
COc1ccc(NC(=O)CNc2cc(S(=O)(=O)N3CCOCC3)ccc2NCC2CCCO2)cc1 (stereo not drawn),6,2,-7,-6,-1,3,-15
CC=Cc1ccc2n(c1=O)C[C@H]1[C@H](CO)[C@@H](C(=O)NCCc3ccncc3)[C@@H]2N1Cc1ccncc1 (mixture of isomers),-5,-15,35,x,1,2,-8
O=C1Oc2ccccc2C(=O)/C1=C\N1CCN(c2ccccc2)CC1,-6,0,-12,0,0,19,-2
CSC1=NCCN1C(=O)c1c(-c2c(F)cccc2Cl)noc1C,2,-2,-4,9,-6,1,-2
COc1ccc(C)cc1S(=O)(=O)N(CC(=O)N1CCOCC1)c1cc(C)cc(C)c1,3,-2,-2,-1,3,2,19
O=C(NCC1CCCO1)c1cc2c([nH]c3ccccc32)c(-c2ccc(F)cc2)n1 (stereo not drawn),-3,-1,-2,x,0,-23,32
CC1=C/C(=C\c2ccc3c(c2)OCO3)C(=O)S1,2,x,x,-17,x,-14,x
O=C(Nc1ccc([N+](=O)[O-])cc1)Nc1ccc2[nH]c(=O)[nH]c2c1,-2,-3,-16,1,x,-4,-4
CCOc1cccc(-c2c(C(=O)N/N=C/c3ccsc3)nnn2-c2nonc2N)c1,-2,0,-4,1,11,20,-15
COc1ccc(-c2cnc3c(-c4ccc(F)cc4)cnn3c2N)cc1,u,-1,-1,8,-1,-31,-92
CCOc1ncccc1C(=O)OCC(=O)c1ccccc1,x,-6,-20,-8,1,x,-10
O=C(O)c1ccccc1NS(=O)(=O)c1ccc(N/N=C/c2cccc(O)c2O)c([N+](=O)[O-])c1,-12,13,-8,1,60*,2,1
O=C(NCC1CC1)[C@H]1[C@H](CO)[C@H]2Cn3c(ccc(-c4ccccc4)c3=O)[C@H]2N1Cc1cocn1,-3,-9,2,x,-2,-9,-16
Cc1ccc(/C=N/NC(=O)C(C)NC(=O)c2ccccc2)cc1 (stereo not drawn),x,9,1,-4,-4,x,-2
CCOC(=O)N1CCN(CC(=O)Nc2nnc(C(F)(F)F)s2)CC1,-8,-3,-5,1,-3,10,8
COc1ccccc1N=CC1=C(O)CC(c2ccccc2)CC1=O (stereo not drawn),10,-3,3,2,2,x,4
CC(=O)NCCSc1ccc(S(=O)(=O)N2CCCC2)cn1,-2,0,-6,x,-2,9,17
C[C@H]1CN([C@@H](C)CO)C(=O)Cc2cc(NS(=O)(=O)c3cccs3)ccc2O[C@H]1CN(C)Cc1ccc(-c2ccccc2)cc1,-2,1,10,-14,2,-13,-11
Cc1cc(NC(=O)Cn2ccc([N+](=O)[O-])n2)no1,x,5,-1,7,10,x,5
Cc1cccc(NC(=O)CNC(=O)COC(=O)CCS(=O)(=O)c2ccccc2)c1C,x,2,2,4,3,x,-10
COc1ccccc1C1=Nc2cccc3cccc(c23)N1,4,-5,2,x,1,11,17
CSc1ccccc1NC(=O)C(C)N1C(=O)c2ccccc2S1(=O)=O (stereo not drawn),-3,-4,0,1,0,-1,-21
C[C@H](CO)N1C[C@H](C)[C@@H](CN(C)S(=O)(=O)c2ccccc2)Oc2ccc(NC(=O)CCN3CCOCC3)cc2C1=O,-1&3,-1&-7,-2&-4,6,0&-5,1&0,2&-9
C[C@@H]1CN([C@H](C)CO)C(=O)Cc2cc(NC(=O)Cn3cnnn3)ccc2O[C@H]1CN(C)C(=O)NC1CCCCC1,1,-3,-23,0,-1,2,-2

Limited to S100A4 MyoIIA, FN deposition inh and C2C12 statin, for some of the entries so far:
| structure | S100A4 MyoIIA | FN deposition inh | C2C12 statin |
| --- | --- | --- | --- |
| Cc1cccc(NC(=O)CNC(=O)COC(=O)CCS(=O)(=O)c2ccccc2)c1C | 2 | 4 | x |
| COc1ccccc1C1=Nc2cccc3cccc(c23)N1 | 2 | x | 11 |
| CSc1ccccc1NC(=O)C(C)N1C(=O)c2ccccc2S1(=O)=O (stereo not drawn) | 0 | 1 | -1 |

Continued:
SMILES,esBAF inh,SIRT5 block,S100A4 MyoIIA,FN deposition inh,Casp6 inh,C2C12 statin,LGR2 antag
O=C1c2ccccc2C(=O)N1CC(O)COc1ccc(Br)cc1 (stereo not drawn),4,2,1,-15,-1,-6,-25
CC1CCc2c(sc3nn[nH]c(=O)c23)C1 (stereo not drawn),-6,1,-3,x,x,-14,15
CCc1nn2c(=O)c(S(=O)(=O)Nc3cccc(F)c3)c(C)nc2s1,-6,0,4,-15,3,8,0
O=C(CNc1cccc(S(=O)(=O)N2CCCC2)c1)Nc1ccc(F)cc1F,-3,0,7,-8,-1,-3,-8
CC1CN(S(=O)(=O)c2cccc(C(=O)Nc3ccc(S(=O)(=O)NC4=NCCCCC4)cc3)c2)CC(C)O1 (stereo not drawn),2,-9,1,9,-1,-14,6
COc1cc(NC(=S)NCCCN(C)C)c(OC)cc1NC(=O)c1ccco1,-9,0,-10,3,-18,6,-3
C[C@@H]1CN([C@@H](C)CO)C(=O)c2cccc(NS(=O)(=O)c3ccccc3)c2O[C@@H]1CN(C)C(=O)NC1CCCCC1,5,-4,-5,x,3,37,-5
COc1ccc(C)cc1N(C(=O)c1snc(C(N)=O)c1N)C(C(=O)NC1CCCC1)c1ccc(F)cc1 (stereo not drawn),8,2,-1,1,-1,-10,16
CCOc1ccc(NC(=S)N2CCC(NC(=O)c3ccco3)CC2)cc1,-8,-5,-22,0,-1,-1,1
C[C@H](CO)N1C[C@H](C)[C@H](CN(C)S(=O)(=O)c2cccs2)Oc2ccc(NC(=O)Cn3cnnn3)cc2CC1=O,3,-1,1,x,3,-8,-2
COc1cccc(NC(=O)CN(c2ccc([N+](=O)[O-])cc2)S(=O)(=O)c2ccccc2)c1,x,-2,0,-1,-1,x,-3
Cc1noc(C)c1NC(=O)N(C)C[C@H]1Oc2c(NC(=O)Nc3cccc4ccccc34)cccc2C(=O)N([C@@H](C)CO)C[C@@H]1C,1,-3,1,x,7,-8,-11
O=C(C1CCCCC1)N1[C@@H](CO)[C@@H](c2ccccc2)C12CN(Cc1cccc(Cl)c1)C2,x,-5,-5,x,0,x,10
O=C(Nc1c2c(nn1-c1ccccc1)CS(=O)(=O)C2)C1CCCC1,-7,-3,0,4,10,-1,-3
O=C(C[n+]1cccc(CNC(=O)c2ccc(OC(F)F)cc2)c1)Nc1ccc(SC(F)F)cc1,5,x,x,-11,x,-11,-4
Cc1nc2ccccc2c2c1C(=O)N(C1CCCCCCC1)C2=O,-8,-7,2,x,0,-4,-4
C[C@@H]1CN([C@H](C)CO)C(=O)c2cc(NC(=O)CCN3CCOCC3)ccc2O[C@H]1CN(C)S(=O)(=O)c1cccs1,2,0,2,3,-3,-27,15
O=C(CSc1nnc2ccccn12)NC(=O)NC1CCCC1,-3,-7,-22,x,-2,-7,0
C[C@@H]1CN([C@@H](C)CO)C(=O)c2c(c3ccccc3n2C)-c2ccccc2CO[C@H]1CN(C)C(=O)Nc1ccc2c(c1)OCO2,86*,10,-16,-9,-2,x,-5
NS(=O)(=O)c1ccc(NC(=O)CN2C(=O)C3C4C=CC(C4)C3C2=O)cc1 (stereo not drawn),-6,-6,-1,12,1,-5,2
C[C@@H]1CN([C@@H](C)CO)C(=O)c2cc(-c3ccncc3)cnc2O[C@@H]1CN(C)C(=O)Cc1ccccn1,3,0,16,x,-2,-23,4
O=C(C[C@H]1CC[C@@H]2[C@H](COC[C@H](O)CN2S(=O)(=O)c2cccc(Cl)c2)O1)Nc1ccccc1,0,1,-5,-5,-4,2,3
O=C(CSc1ccc(-c2ccccc2)nn1)NCc1ccco1,-1,x,x,5,x,0,x
OCCCCNCc1cc(Br)ccc1OCc1ccccc1F,-11,-3,-17,x,-2,-6,4
NS(=O)(=O)c1ccc(CNC(=O)c2ccc(Cl)c(S(=O)(=O)NCc3ccccc3)c2)cc1,-8,-2,-3,7,-7,23,-13
CCC(=O)N1C[C@@H](O)COC[C@H]2O[C@H](CC(=O)NCc3ccccc3Cl)CC[C@@H]21,-6,3,-15,-15,0,-2,-9
CCn1c(SCC(=O)c2ccc3c(c2)Cc2ccccc2-3)nnc1-c1ccc(N)cc1,27,x,x,-9,x,17,-3
CN1C(=O)C(C)(C)c2cc(S(=O)(=O)N3CCN(c4ccccc4)CC3)ccc21,3,2,0,6,1,24,-9
Cc1ccc(C)c(SCC(=O)NCC(c2ccco2)N2CCCCC2)c1 (stereo not drawn),-1,-2,-8,-5,2,3,-9
C[C@@H]1CCCCO[C@@H](CN(C)Cc2ccncc2)[C@@H](C)CN([C@H](C)CO)C(=O)c2cc(NC(=O)Nc3ccc4c(c3)OCO4)ccc2O1,-2,-2,-1,x,-2,x,1
CCC1CCC2(CC1)NC(=O)N(CC(=O)Nc1ccc(OC)cc1)C2=O (stereo not drawn),-4,-2,-5,-4,4,-25,8
CSc1ncc(-c2ccccc2)cn1,x,-5,-5,-12,-2,x,x
O=C(Cc1cccc2ccccc12)Nc1ccccc1Br,-7,0,4,-3,0,-4,-1
CN1[C@@H]2c3ccc(-c4cccc(F)c4)c(=O)n3C[C@@H]2[C@@H](CO)[C@@H]1C(=O)NC1CCCC1,x,-2,5,x,-1,x,17
O=C(CC[C@H]1O[C@@H](n2cnc3c(NC(=O)c4ccccc4)ncnc32)[C@H](O)[C@@H]1O)NCc1cccs1,1,1,-12,-10,-1,-1,-2
COc1cccc(S(=O)(=O)N[C@H]2CC[C@H](CC(=O)NC3CCC3)O[C@H]2CO)c1,2,2,2,x,0,19,4
O=C1N/C(=N\S(=O)(=O)c2ccccc2)S/C1=C\c1cc([N+](=O)[O-])ccc1O,6,9,-34,-5,31,0,-2
NS(=O)(=O)c1ccc(CCNC(=O)C2CCN(S(=O)(=O)c3cnc[nH]3)CC2)cc1,-16,-6,-2,x,0,5,-4

Full records, looked up by structure. Values in the order: esBAF inh, SIRT5 block, S100A4 MyoIIA, FN deposition inh, Casp6 inh, C2C12 statin, LGR2 antag
Profile of O=C(Cc1cccc2ccccc12)Nc1ccccc1Br → -7, 0, 4, -3, 0, -4, -1
Profile of Cc1ccc(C)c(SCC(=O)NCC(c2ccco2)N2CCCCC2)c1 (stereo not drawn) → -1, -2, -8, -5, 2, 3, -9
